Bioassay records deposited in PubChem BioAssay by National Center for Advancing Translational Sciences (NCATS).
FEN1 inh: inhibitors of human flap endonuclease 1. P39748. 390,000 compounds, 0.35% hits. Potency, µM (titrated, usually from 114 µM), for inactives: top-dose activity change, negative = inhibition, actives largely listed as inhibitors. Recombinant FEN1 flap cleavage, fluorescence, 15 min; note: nearly all actives have a fitted effect of over 65% in size
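Quantitative HTS format: each compound was titrated, incubated with 10 nM nuclease for 15 min at room temperature, then challenged with flap substrate at 50 nM final. Signal change over 15 min gave concentration–effect curves.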
TDP1 cell CPT: growth inhibition of DT40 Tdp1-/-;hTDP1 cells with camptothecin (screen for TDP1 inhibitors); chicken DT40 Tdp1-/-;hTDP1 cells + 20 nM CPT, ATP luminescence, 48 h; AID 686979; 420,000 compounds, 12% hits; Potency, µM (doses to about 46.2 µM), inactives show at the highest dose activity change, negative = growth inhibition, usual class: inhibitors; note: nearly all actives have a fitted effect of over 55% in size
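Chicken DT40 Tdp1-/- cells complemented with human TDP1, 400 cells/well, exposed to compounds plus 20 nM camptothecin for at least 48 h at 37 C; viability read as ATP content by CellTiter-Glo luminescence.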
KAT2A inh: blocks human GCN5L2 histone acetyltransferase. GCN5L2 HAT assay, ThioGlo1 CoA-SH fluorescence. Potency, µM (series often up to 58.9 µM), for the others: at the highest dose activity change, negative = inhibition, most hits filed as inhibitors. 390,000 compounds, 0.21% hits. AID 504327
Target sequence (Q92830 whole entry, looked up): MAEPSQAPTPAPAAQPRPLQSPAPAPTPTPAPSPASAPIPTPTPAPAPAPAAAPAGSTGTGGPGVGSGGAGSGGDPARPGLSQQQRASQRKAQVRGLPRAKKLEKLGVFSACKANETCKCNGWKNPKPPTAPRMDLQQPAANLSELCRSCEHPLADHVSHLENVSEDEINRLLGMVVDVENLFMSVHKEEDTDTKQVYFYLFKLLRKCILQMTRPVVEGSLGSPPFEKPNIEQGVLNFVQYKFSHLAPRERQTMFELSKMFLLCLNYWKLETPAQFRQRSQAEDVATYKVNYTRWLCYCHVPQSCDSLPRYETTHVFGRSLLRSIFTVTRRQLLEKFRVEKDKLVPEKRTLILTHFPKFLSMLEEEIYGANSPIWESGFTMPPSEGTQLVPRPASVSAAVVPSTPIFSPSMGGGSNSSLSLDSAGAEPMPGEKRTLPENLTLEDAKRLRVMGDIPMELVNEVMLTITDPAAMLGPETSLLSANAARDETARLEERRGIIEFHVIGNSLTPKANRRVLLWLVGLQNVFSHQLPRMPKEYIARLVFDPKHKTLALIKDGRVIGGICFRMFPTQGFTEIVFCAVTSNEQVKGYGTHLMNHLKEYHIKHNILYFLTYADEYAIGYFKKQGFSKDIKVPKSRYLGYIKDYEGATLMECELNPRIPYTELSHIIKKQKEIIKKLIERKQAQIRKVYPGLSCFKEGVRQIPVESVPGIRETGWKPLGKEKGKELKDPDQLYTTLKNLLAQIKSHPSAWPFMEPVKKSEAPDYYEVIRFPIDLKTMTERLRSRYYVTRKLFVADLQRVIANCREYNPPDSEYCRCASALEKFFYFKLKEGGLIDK
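Preincubate 20nM GCN5L2 with compound 15 min, RT → add 50uM ThioGlo1 + 75uM H3(1-25) + 70uM acetyl-CoA → read fluorescence 0 and 20 min. Primary qHTS; fluorescent artifacts likely.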
Starred values were filed as active, the others as inactive; ? = inconclusive; · = no result given. Calls come from the whole dose curve; as a rule, active = well fitted curve in the direction sought with a large enough effect; inconclusive = small, poorly fitted or top-dose-only effect, or another doubt; inactive = no such curve, though single readings can be large; an effect the other way counts as inactive or inconclusive. % is set by controls: 0 for no effect and ±100 for the full control effect; potency is the fitted concentration of half-maximal effect.

SMILES	FEN1 inh	TDP1 cell CPT	KAT2A inh
Cc1ccc(S(=O)(=O)N2CCN(CC(=O)N3CCCC3)CC2)c(C)c1	-16%	2%	-2%
CC(=O)OC(C)C1C2=C(C(=O)CC1(C)O)C(=O)c1c(ccc(-c3ccc4c(c3O)C(=O)C3=C(C4=O)C(C(C)OC(C)=O)C(C)(O)CC3=O)c1O)C2=O (configuration not stated)	-14%	1.2µM*	·
COc1ccc(-c2nnn(CC#N)n2)cc1OC	8%	3%	-6%
Cn1cc(C(=O)C(=O)N2CCCCC2)c2ccccc21	0%	2%	·
CC(C)CNC(=O)c1cccc(NC(=O)c2ccco2)c1	-16%	-9%	-5%
Cc1cc(C)cc(OCC(=O)O/N=C(\N)c2ccccn2)c1	3%	1%	3%
Cc1ccc(S(=O)(=O)N2CCC(C(=O)Nc3cc(C)ccc3C)CC2)cc1	7%	?	-4%
c1ccc2c(Nc3ccncc3)nc(-c3ccc4c(c3)OCO4)nc2c1	·	?	12%
NC(=O)CCN(Cc1ccccc1)S(=O)(=O)c1ccccc1	6%	-1%	0%
CCOc1ccc(-n2c(SCC(=O)Nc3ccc4c(c3)OCO4)nc3c(c2=O)SCC3)cc1	-3%	-11%	-1%
O=C(COc1ncnc2scc(-c3ccccc3)c12)NC1CCCc2ccccc21 (configuration not stated)	-7%	3%	-4%
CC(=O)c1c(C)c(C)c2n1CCn1c(C)ccc1-2	-21%	?	-2%
COCCOC(=O)C1=C(C)NC(=O)NC1/C=C/c1ccccc1 (configuration not stated)	-1%	7%	1%
Cc1cc(=O)n2cc(-c3ccccc3)nc2[nH]1	4%	-10%	-2%
O=S1(=O)N=C(N=Nc2c(O)[nH]c3ccccc23)c2ccccc21	8%	-18%	-11%
CNc1ccc(C2(O)C(=O)c3ccccc3C2=O)cc1	-11%	-4%	-7%
Cc1ccc(C(=O)Nc2ccc(CC(=O)O)cc2)o1	8%	0%	1%
O=C(Nc1ccccc1Cl)N1CCC(CN2CCCC2)CC1	-3%	-4%	-5%
CCCN1CCN(C(=O)C(C)n2nc(C)c3sc4ccccc4c3c2=O)CC1 (configuration not stated)	2%	?	-1%
Cc1ccc(-c2nn3c(C)nnc3s2)cc1NC(=O)c1ccc(Br)o1	1%	?	-6%
CCOC(=O)c1sc(=S)n2c1[nH]c(=O)c1ccc(C(=O)OC)cc12	-8%	10µM*	35µM*
C=CCSC1=N/C(=C\c2cc(OCC)c(OC(C)=O)c([N+](=O)[O-])c2)C(=O)S1	56µM*	16µM*	0%
O=C(COC(=O)c1cc2c(s1)CCCC2)Nc1ccc(Cl)cn1	-5%	-19%	-4%
O=C(Cn1cnc2c(cnn2-c2ccc(Cl)cc2)c1=O)NCC1CCCO1 (configuration not stated)	-1%	-18%	-12%
Cc1ccc(C(=O)CC(C(=O)O)n2cccn2)cc1 (configuration not stated)	7%	6%	-4%

Other structures:
SMILES	FEN1 inh	TDP1 cell CPT	KAT2A inh
Cc1ccccc1CSc1ccc(S(=O)(=O)N2CCCC2)cn1	3%	-22%	-7%
Cc1ccc(/C(N)=N/OC(=O)N2CCOCC2)cc1	0%	18µM*	-9%
COc1ccc(Cl)cc1N1C(=O)c2cccnc2C1=O	16%	4%	2%
C=CCn1c(SCC(=O)NCCCC(=O)OCC)nc2scc(-c3ccco3)c2c1=O	-3%	-4%	-1%
O=C(O)c1ccc(N2C(=O)C3ON(c4ccccc4)C(c4ccccc4F)C3C2=O)cc1 (configuration not stated)	-6%	5%	-2%
CN(Cc1ccccc1)C(=O)CC(c1ccccc1)c1cc(Cl)ccc1O (configuration not stated)	?	23µM*	-2%
CS(=O)(=O)N1N=C(c2cccs2)CC1c1ccco1 (configuration not stated)	1%	?	-1%
NC(=O)NC(Cc1ccccc1)C(=O)Nc1ccc(S(N)(=O)=O)cc1 (configuration not stated)	1%	-1%	-3%
O=C(NCCc1ccc(F)cc1)c1ccc(S(=O)(=O)N2CCCCC2)cc1	2%	?	-3%
CCOCCCNC(=O)c1ccc(NC(=O)C2CCCO2)cc1 (configuration not stated)	-4%	-2%	-1%
CN(C)S(=O)(=O)c1ccc(C(=O)NCc2ccc3[nH]c4c(c3c2)CCCC4)cc1	-11%	?	-9%
CCCN(CC(=O)Nc1cc(Cl)cc(Cl)c1)CC(=O)Nc1ccc(F)c(F)c1F	-9%	?	-16%
CCc1cccc2c(C(=O)CN3C(=O)NC(C)(c4cccc5ccccc45)C3=O)c[nH]c12 (configuration not stated)	-7%	?	-19%
CCCCOC(=O)Nc1ccccc1C(N)=O	-8%	-23%	-3%
C#CCOCCOCCOCCNc1nc(N2CCN(C(=O)CCCCCCCCCCNC(=O)[C@H]([C@@H](C)CC)n3cc(CCCCCN)nn3)CC2)nc(N2CCN(C(=O)CCCCCCCCCCNC(=O)[C@@H]([C@H](C)O)n3cc(C)nn3)CC2)n1	56µM*	16µM*	-8%
O=C(COC(=O)CN1C(=O)c2ccccc2C1=O)Nc1ccc(S(=O)(=O)N2CCCC2)cc1	-1%	-5%	0%
Cc1csc2nc(O)c(C(=O)NCc3ccc4c(c3)OCO4)c(=O)n12	-13%	?	-1%
COC(=O)c1ccc(N2CCOCC2)c(NC(=O)c2cc3ccccc3o2)c1	15%	3%	·
Cn1c(=O)[nH]c(=O)c2c1nc(SCC(=O)O)n2Cc1ccccc1	1%	4%	0%
COc1cccc(CN(C)C(=O)C(CCSC)NS(=O)(=O)c2ccc3c(c2)OCCO3)c1OC (configuration not stated)	7%	16µM*	-1%
S=c1[nH]c(=S)c2[nH]cnc2[nH]1	-1%	-2%	·
O=[N+]([O-])c1cc(-c2nc(-c3ccccc3)no2)ccc1N1CCN(c2ccccc2)CC1	19%	-18%	-1%
O=C1C(=O)N(Cc2ccco2)C(c2cccs2)/C1=C(\O)c1cccc([N+](=O)[O-])c1 (configuration not stated)	-17%	2%	-12%
Cc1ccc2nc3c(c(Nc4cccc(O)c4)c2c1)CCC3	-32%	?	-5%
CCCC(=O)N(CCN(Cc1ccccc1)C(=O)CCC)Cc1ccccc1	-3%	?	-17%

(cont.)
SMILES	FEN1 inh	TDP1 cell CPT	KAT2A inh
CN(C)c1ccccc1C(=O)N1CCCC(C(=O)c2ccc3ccccc3c2)C1 (configuration not stated)	-4%	?	0%
O=C(Nc1cccc(NC(=O)c2cccs2)c1)c1ccc2c(c1)OCCO2	13%	?	1%
CCOC(=O)N1CCC(N2C(=O)c3ccc(C(=O)O)cc3C2=O)CC1	-6%	-1%	-1%
Cc1nnc(-c2cccc(Br)c2)c2cn(-c3ccccc3)nc12	?	23µM*	2%
CC1=C(C(=O)OCC(C)C)C(c2ccsc2)C2=C(CCCC2=O)N1 (configuration not stated)	4%	?	-7%
Cc1ccc(-c2c(C(=O)N/N=C/c3ccc(OC(C)C)cc3)nnn2-c2nonc2N)cc1	?	-21%	-17%
O=C(Nc1ncccc1O)c1cccc(S(=O)(=O)N2CCCC2)c1	8%	-14%	-1%
CC(=O)c1cccc(NC(=O)Cn2nc(C)n3cccc3c2=O)c1	13%	-11%	1%
COc1cccc(C(c2c(NC(=O)c3ccccc3)sc(C)c2C)N2CCN(C)CC2)c1 (configuration not stated)	-26%	?	-14%
CCOC(=O)c1sc(-c2ccc(F)cc2)cc1N	-22%	-25%	-7%
CCOc1ccc(C2C(C(=O)c3ccco3)=C(O)C(=O)N2Cc2cccnc2)cc1 (configuration not stated)	-18%	-20%	-4%
COc1cccc(CCNC(=O)CC2C(=O)NCCN2Cc2ccc(Cl)c(F)c2)c1 (configuration not stated)	-8%	3%	2%
Cc1ncc(CN2CCCC(C(=O)Nc3ccc(-c4cccc(F)c4)cc3)C2)cn1 (configuration not stated)	11%	15µM*	-4%
COC(=O)c1cc(NC(=O)CCc2c(C)nc3ncnn3c2C)cc(C(=O)OC)c1	1%	-5%	-2%
Cc1noc(-c2ccc(-c3noc(-c4ccc(C(F)(F)F)cc4)n3)cc2)n1	13%	-9%	3%
CC(=O)N/C(=C/c1ccccc1)c1sc2ccccc2[n+]1CCCCI	?	20µM*	·
CCN(CC)S(=O)(=O)c1ccc(Cl)c(C(=O)Nc2nncs2)c1	2%	-2%	-10%
COc1ccc(N2CCN(c3nc4ccccn4c(=O)c3/C=C(\C#N)S(=O)(=O)c3ccccc3)CC2)cc1	-9%	-7%	-8%
Cc1cccc(-c2noc(CCc3ccccc3)n2)c1	11%	0%	-1%
O=C(CCn1nnc2ccccc21)NNC(=O)C1CCCCC1	0%	-4%	-1%
CC(C)c1ccc(NC(=S)NCCc2c[nH]c3ccccc23)cc1	-13%	?	-9%
C/C(=N\NC(=O)c1cccc(S(=O)(=O)Nc2ccccc2Cl)c1)c1ccco1	-5%	-29%	-7%
O=C(COc1ccccc1)NC1CC(=O)N(c2ccc3c(c2)OCCO3)C1 (configuration not stated)	-7%	10%	4%
O=C(O)CCNc1nc(-c2ccccc2)c2cc(Br)ccc2n1	14%	-2%	-22%
CCOC(=O)C1=CN(Cc2cccc(Br)c2)S(=O)(=O)N(C)C1C (configuration not stated)	?	?	-13%

Arranged by formula weight (falling): part of the list above
SMILES	FEN1 inh	TDP1 cell CPT	KAT2A inh
COc1ccc(N2CCN(c3nc4ccccn4c(=O)c3/C=C(\C#N)S(=O)(=O)c3ccccc3)CC2)cc1	-9%	-7%	-8%
CC(=O)N/C(=C/c1ccccc1)c1sc2ccccc2[n+]1CCCCI	?	20µM*	·
COc1cccc(C(c2c(NC(=O)c3ccccc3)sc(C)c2C)N2CCN(C)CC2)c1 (configuration not stated)	-26%	?	-14%
Cc1ccc(-c2c(C(=O)N/N=C/c3ccc(OC(C)C)cc3)nnn2-c2nonc2N)cc1	?	-21%	-17%
COc1cccc(CCNC(=O)CC2C(=O)NCCN2Cc2ccc(Cl)c(F)c2)c1 (configuration not stated)	-8%	3%	2%
C/C(=N\NC(=O)c1cccc(S(=O)(=O)Nc2ccccc2Cl)c1)c1ccco1	-5%	-29%	-7%
COC(=O)c1cc(NC(=O)CCc2c(C)nc3ncnn3c2C)cc(C(=O)OC)c1	1%	-5%	-2%
CCOc1ccc(C2C(C(=O)c3ccco3)=C(O)C(=O)N2Cc2cccnc2)cc1 (configuration not stated)	-18%	-20%	-4%
CN(C)c1ccccc1C(=O)N1CCCC(C(=O)c2ccc3ccccc3c2)C1 (configuration not stated)	-4%	?	0%
O=C(Nc1cccc(NC(=O)c2cccs2)c1)c1ccc2c(c1)OCCO2	13%	?	1%
CCN(CC)S(=O)(=O)c1ccc(Cl)c(C(=O)Nc2nncs2)c1	2%	-2%	-10%
Cc1noc(-c2ccc(-c3noc(-c4ccc(C(F)(F)F)cc4)n3)cc2)n1	13%	-9%	3%
O=C(COc1ccccc1)NC1CC(=O)N(c2ccc3c(c2)OCCO3)C1 (configuration not stated)	-7%	10%	4%
O=C(Nc1ncccc1O)c1cccc(S(=O)(=O)N2CCCC2)c1	8%	-14%	-1%
CC1=C(C(=O)OCC(C)C)C(c2ccsc2)C2=C(CCCC2=O)N1 (configuration not stated)	4%	?	-7%
CC(C)c1ccc(NC(=S)NCCc2c[nH]c3ccccc23)cc1	-13%	?	-9%
CC(=O)c1cccc(NC(=O)Cn2nc(C)n3cccc3c2=O)c1	13%	-11%	1%
O=C(CCn1nnc2ccccc21)NNC(=O)C1CCCCC1	0%	-4%	-1%
CCOC(=O)c1sc(-c2ccc(F)cc2)cc1N	-22%	-25%	-7%

(list continues)
SMILES	FEN1 inh	TDP1 cell CPT	KAT2A inh
CCOc1cc(C2c3c(-c4cc(C)ccc4O)n[nH]c3C(=O)N2CCCOC(C)C)ccc1O (configuration not stated)	-6%	?	-21%
CCOC(=O)N1CCN(C(=O)c2oc(=O)c3ccccc3c2-c2ccc(C)cc2)CC1	-17%	?	-7%
COc1ccc(C(=O)CSc2nc(C)cc(C)n2)cc1C	-6%	?	0%
CCOc1ccc(-n2nc(CO)c(C(=O)NCc3cccs3)n2)cc1	-15%	?	-7%
Cc1ccc(-n2c(SCC(=O)NCCN3C(=O)CSC3=O)nnc2-c2ccccc2)cc1	1%	4%	3%
Cc1cc(C(=O)NCc2ccccc2)c(=O)[nH]c1C	-2%	-7%	-3%
O=C(NCc1ccc2c(c1)OCO2)c1cc(-c2ccc(Cl)cc2Cl)on1	1%	1%	-8%
COc1ccc(NC(=O)CSc2nnc(-c3cnccn3)n2C)cc1OC	-9%	0%	-6%
CN1CCN(C(=O)c2ccc(Cl)c(S(=O)(=O)N3CCCCC3)c2)CC1	3%	-15%	-3%
CCCCC1(C(=O)OC)NC(c2ccc(O)cc2)C2C(=O)N(c3ccccc3)C(=O)C21 (configuration not stated)	6%	3%	-22%
O=C(COc1ccc([N+](=O)[O-])cc1)Nc1ccc(N2CCCC2)cc1	-3%	-21%	-1%
CN(CC(=O)Nc1ccncc1)S(=O)(=O)c1ccc(Cl)cc1	-7%	?	-18%

Only part of the results is shown; count on the stated rates, not on these rows.
